# Source: PubChem BioAssay (several laboratories)
# KCNK3 block = human KCNK3 channel inhibition, primary screen. hit rate 0.84% among 340,000. AID 602410. CHO-KCNK3 thallium flux, FluxOR fluorescence; stronger effect = lower value. B-score at 10 µM. O14649;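 active means B-score under library mean minus 4 SD, starting fluorescence ratio at most library mean plus 5 SD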;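 further: more negative B-score means stronger inhibition of thallium flux through KCNK3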
# Target sequence (O14649 whole entry, looked up): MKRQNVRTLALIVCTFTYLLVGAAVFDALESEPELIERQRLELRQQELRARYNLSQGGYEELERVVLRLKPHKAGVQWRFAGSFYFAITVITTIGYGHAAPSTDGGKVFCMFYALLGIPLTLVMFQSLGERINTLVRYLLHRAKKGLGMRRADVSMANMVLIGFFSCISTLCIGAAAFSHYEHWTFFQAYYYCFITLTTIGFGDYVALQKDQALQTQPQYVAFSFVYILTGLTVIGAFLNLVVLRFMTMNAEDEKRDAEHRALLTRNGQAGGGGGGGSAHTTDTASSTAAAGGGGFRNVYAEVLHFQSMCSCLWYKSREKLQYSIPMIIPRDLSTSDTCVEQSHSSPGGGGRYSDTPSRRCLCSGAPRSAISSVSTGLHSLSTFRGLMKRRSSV
# DYRK1A inh = Dyrk1A (rat) kinase inhibition. inhibition, % at 12.5 µM. Q63470. hit rate 0.43% among 310,000. ADP-Glo luminescence, NFATc1 peptide; in the data active means inhibition above about 50%;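 further: plate controls were vehicle with enzyme for no effect and no enzyme for full effect; many of its hits are not listed in these tables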
# The depositor's hits bear a star; i = inactive.
KCNK3 block	DYRK1A inh	Molecule
i	-6	CC1CCCC(C)N1C(=O)COC(=O)CSc1ccc([N+](=O)[O-])cc1 (stereo not given)
i	-5	CC(C)c1nc2oc3c(N4CCN(C)CC4)ncnc3c2c2c1CCC2
i	8	NC1=NC(=O)C(c2ccccc2)C(=O)N1 (stereo not given)
i	-6	O=C(OCC(=O)N(CCc1ccccc1)Cc1ccccc1)c1ccc(F)c(S(=O)(=O)N2CCOCC2)c1
i	-3	CCN(C[C@H]1N[C@@](C)(C(=O)OC)[C@H]2C(=O)N(C)C(=O)[C@@H]12)S(=O)(=O)c1ccc(C)cc1
i	14	Nc1ccc2nn(-c3ccccc3)nc2c1
i	7	CCN(CC(=O)Nc1c(F)cccc1F)C(=O)Cc1ccc(S(=O)(=O)N2CCOCC2)s1
i	5	O=C(Cn1cc(COc2cc(F)cc(F)c2)nn1)c1ccc(O)cc1
i	2	O=C1C2C3CCC(O3)C2C(=O)N1c1nccs1 (stereo not given)
i	9	NC(=O)C1CN(C(=O)c2nn(Cc3ccccc3)c(=O)c3ccccc23)c2ccccc2O1 (stereo not given)
i	1	O=[N+]([O-])c1cccc(-c2ccc3nnc(SCc4cccnc4)n3n2)c1
i	1	COc1cc(OC)c2c(-c3cccc(-c4ccc(C#N)cc4)c3)cc(=O)oc2c1
i	-5	O=C(CSc1ccc(Br)cc1)NCC1(N2CCCCC2)CCCCC1
i	3	COc1ccc(Nc2nnc(SCC(=O)NC3CCS(=O)(=O)C3)s2)cc1 (stereo not given)
i	-6	O=[N+]([O-])c1ccc(S(=O)Cc2ccccc2)c([N+](=O)[O-])c1 (stereo not given)
i	3	Cc1ccc(NC(=O)CN2C(=O)S/C(=C/c3ccc(-c4cccc(C(=O)O)c4)o3)C2=O)cc1
i	-3	COc1ccc(-c2cccc(-c3cc(=O)oc4ccc(C(C)(C)C)cc34)c2)cc1
i	29	CCOC(=O)[C@H](C)N1[C@H](C)[C@H](c2ccccc2)Oc2ccc(Cl)cc2S1(=O)=O
i	1	COCc1cc(C)nc2sc3c(=O)n(Cc4ccco4)nnc3c12
i	1	C/C(=N/Nc1ccc(C(=O)c2c(C)cc3ccccn23)cc1[N+](=O)[O-])c1ccc(O)cc1
i	1	CN(C(=O)c1cccc(NC(=O)Cc2ccc(NC(=O)C3CCCN(C(=O)C4CCC4)C3)cc2)c1)C1CCC1 (stereo not given)
i	1	O=C(NNC(=O)c1ccc2ccccc2c1)c1cccc(Cl)c1
i	-2	COc1ccc(C(CNC(=O)c2ccc(NS(=O)(=O)c3ccc(F)c(C)c3)cc2)N2CCCC2)cc1 (stereo not given)
i	2	Cc1c(F)cccc1NS(=O)(=O)c1ccc(N2CCCC2=O)cc1
i	-2	O=C(C=Cc1ccc(Cl)s1)c1ccc(Cl)s1

# A draw from above in order of molar mass, smallest number first.
KCNK3 block	DYRK1A inh	Molecule
i	1	COCc1cc(C)nc2sc3c(=O)n(Cc4ccco4)nnc3c12
i	1	COc1cc(OC)c2c(-c3cccc(-c4ccc(C#N)cc4)c3)cc(=O)oc2c1
i	9	NC(=O)C1CN(C(=O)c2nn(Cc3ccccc3)c(=O)c3ccccc23)c2ccccc2O1 (stereo not given)

# (listing goes on)
KCNK3 block	DYRK1A inh	Molecule
i	9	O=C(Nc1ccc2c(c1)[nH]c(=O)c1ccccc12)C(F)(F)F
i	7	COc1cccc(CN(C)CCCn2cnc(C(=O)Nc3ccc(C)c(C)c3)n2)c1
i	0	CC(=NN1CC(=O)NC1=O)c1ccc([N+](=O)[O-])o1
i	-6	CCCCCCCCNCCS(=O)(=O)NCc1ccccc1
i	3	CN1CCC(N(C)C(=O)c2ccc(Cl)c(S(=O)(=O)N3CCOCC3)c2)CC1
i	-1	CCN1CCN(c2ncnc3c2sc2nc(N4CCOCC4)c4c(c23)CCC4)CC1
i	4	COc1cccc(C2C(C(=O)c3ccco3)=C(O)C(=O)N2CCCN2CCOCC2)c1OC (stereo not given)
i	11	C=CCOC(=O)c1ccccc1C(=O)OCC=C
i	7	O=C(NCCCl)Nc1ncn[nH]1
i	-1	CC(O)(CC(=O)CC(=O)c1ccccc1)c1ccccc1 (stereo not given)
i	3	CCCCCCCCNCCS(=O)(=O)NCc1ccc(OC)cc1
i	3	COc1ccc(-c2ccc3c(c2)[C@@H]2C[C@H](N(C)C(=O)Nc4ccccc4)[C@H]([C@H](C)O)C(=O)N2CC3)cc1
i	1	CCOC(=O)N1CCN(C(=O)COC(=O)CNC(=O)c2ccc(OCC)c(OCC)c2)CC1
i	3	CCOc1ccc(C(C)NC(=O)C2CCN(S(=O)(=O)c3ccc(OC)cc3)CC2)cc1OCC (stereo not given)
i	0	COc1ccc2nc(-c3ccccc3)cc(C(=O)OCC(=O)NC3CC3)c2c1
i	14	CCN(CC)CCCNc1nc2ccccc2c2[nH]c3ccc(OC)cc3c12
i	-2	CC(C)C(NS(=O)(=O)c1ccc2c(c1)oc(=O)n2C)C(=O)N1CCN(Cc2ccccc2)CC1 (stereo not given)
i	3	O=S(=O)(CCNCc1ccccc1)NC1CCCCC1
i	5	CCOc1cc(/C=C(/C#N)c2ccc(Cl)cc2)cc(Cl)c1OCC(=O)O
i	-2	Cc1cccc(C2=NN(c3ccc(Br)cc3)[C@@H](C(=O)N3CCOC3=O)[C@@H]2c2ccc([N+](=O)[O-])cc2)c1
i	15	O=S(=O)(O)c1cc(O)c(N=Nc2ccc(O)cc2O)c2ccccc12
i	16	CCCN(C(=O)COC(=O)CSc1ccc(C(N)=O)cc1[N+](=O)[O-])C1CCS(=O)(=O)C1 (stereo not given)
i	6	Cn1c(=O)c2c(nc(CN3CCOCC3)n2Cc2ccccc2)n(C)c1=O
i	0	COc1ccccc1C(CNC(=O)c1cccc(S(=O)(=O)N2CCCc3ccccc32)c1)N(C)C (stereo not given)
i	7	CCN(CC)c1ccc(S(=O)(=O)N2CCOCC2)cc1NC(=O)COC(=O)/C=C/c1ccco1
i	5	CCN(C(=O)COC(=O)c1ccccc1Cc1ccccc1)c1c(N)n(Cc2ccccc2)c(=O)[nH]c1=O
i	-4	CC1CC(=O)NC(=O)N1Cc1ccccc1 (stereo not given)
i	-3	CC(O)CN(CC(C)O)c1ccc2c(c1)Cc1cc([N+](=O)[O-])ccc1-2 (stereo not given)
i	1	CC(C)OC(=O)c1nnn(-c2nonc2N)c1CN1CCc2ccccc2C1
i	0	Cn1c(=O)c2[nH]c(Cc3cccc4ccccc34)nc2n(C)c1=O
i	-2	COc1ccc(S(=O)(=O)NCCSCc2ccc(Cl)cc2)cc1NC(C)=O
i	-2	O=C(CN1CCN(C(=O)c2cccc(S(=O)(=O)N3CCCC3)c2)CC1)Nc1ccccc1Cl
i	-3	Cn1c(-c2cccc(OCc3ccccc3)c2)nc2c1c(=O)[nH]c(=O)n2Cc1ccccc1
i	11	COc1ccc(S(=O)(=O)N2CCCCC2)cc1NC(=O)C1CC1C (stereo not given)
i	7	COc1cccc(C=NNC(=O)C2CC2)c1
i	-4	N#CC1(Nc2ccc3ccccc3c2)CCCC1
i	-7	CC12CCC(=O)C=C1CCC1C2CCC2(C)C(C(=O)CO)CC(O)C12 (stereo not given)
i	-1	COc1ccccc1C(CNC(=O)C(CCSC)NC(=O)c1ccccc1Cl)N1CCCC1 (stereo not given)
i	0	COc1ccc(C(CNC(=O)c2cccc(S(=O)(=O)Nc3ccc(F)cc3)c2)N2CCOCC2)cc1 (stereo not given)
i	5	O=c1[nH]c2cc(F)ccc2c2ccc(F)cc12
i	2	CCOc1cc2[nH]c(=O)n(CC3CCC(C(=O)NCCC(C)C)CC3)c(=O)c2cc1OCC (stereo not given)
i	3	COc1ccc(-n2c(C)cc(C3=NNC(=NC4CC4)SC3)c2C)cc1
i	10	Cc1ccccc1Nc1ncnc2[nH]ncc12
i	-1	CCCn1c(N)c(C(=O)CSc2nnc(-c3cccs3)n2C2CC2)c(=O)[nH]c1=O
i	5	CCOc1ccc(C(=O)NC(C(=O)N2CCC2)C(C)C)cc1 (stereo not given)
i	1	CC(O)(c1ccccc1)c1ccc2ccccc2n1 (stereo not given)
i	-3	CC(CCc1ccccn1)C(=O)C(C)CCc1ccccn1 (stereo not given)
i	1	Cc1cc(/N=C/C=C2/N(C)c3ccccc3C2(C)C)n(CCC#N)n1
i	3	O=C(COC(=O)CN1C(=O)C2CCCCC2C1=O)Nc1cc(F)ccc1F (stereo not given)
i	4	COc1ccc(NC(=O)C(OC(=O)Cn2cnc3c2c(=O)n(C)c(=O)n3C)c2ccccc2)cc1Cl (stereo not given)

# (next part)
KCNK3 block	DYRK1A inh	Molecule
i	-6	COc1nc(=O)n(C2CCCO2)cc1C (stereo not given)
i	3	CCCC1(C2CCCC2)NC(=O)NC1=O (stereo not given)
i	5	COc1ccc(C2C(C#N)=C(N)Oc3cc(O)ccc32)cc1 (stereo not given)
i	2	O=C(OCCSCCOC(=O)C1CC=CCC1)C1CC=CCC1 (stereo not given)
i	11	NC(=O)CC(NC(=O)Cc1ccc(Br)cc1)c1ccc(NC2CCCCCCC2)c([N+](=O)[O-])c1 (stereo not given)
i	1	CC1([N+](=O)[O-])COC2(CCCCC2)OC1
i	2	COc1cc(C2c3cc4c(cc3OC(NNC(N)=O)C2C)OCO4)cc(OC)c1OC (stereo not given)
i	2	O=C1/C(=C\c2ccc([N+](=O)[O-])cc2)CS(=O)(=O)C/C1=C/c1ccc([N+](=O)[O-])cc1
i	-1	O=C(Cc1ccc(NC(=O)C2CCN(C(=O)C3CCC3)CC2)cc1)Nc1ccc(C(=O)N2CCOCC2)cc1
i	2	CC[C@]1(C(=O)OC)[C@H]2C(=O)N(Cc3ccccc3)C(=O)[C@H]2[C@H]2CN=C(SCc3ccc(C)cc3)N21
i	10	COc1cccc(NC(=O)COC(=O)/C=C/c2ccco2)c1
i	7	Cc1ccc(C(C)C)c(O)c1C(=O)O
i	-2	C[C@H](CO)N1C[C@H](C)[C@@H](CN(C)S(=O)(=O)c2ccc(F)cc2)Oc2c(NS(=O)(=O)c3ccc(F)cc3)cccc2C1=O
i	10	COc1cc(CCC(=O)OCC(=O)N(CC(C)C)C2CCS(=O)(=O)C2)cc(OC)c1OC (stereo not given)
i	6	COc1ccc(/C(N)=N/OC(=O)CN(C)S(=O)(=O)c2ccc(C)cc2)cc1
i	-1	COc1ccc2c(c1)OC(=O)CC2c1ccccc1OC (stereo not given)
i	-5	Cc1c(NC(=O)CCc2ccc(S(=O)(=O)N3CCOCC3)cc2)c(=O)n(-c2ccccc2)n1C
i	-1	O=C(OCCOc1ccc(Cl)cc1)c1cc(S(=O)(=O)N2CCCCC2)ccc1N1CCOCC1
i	-1	COc1cc(OC)cc(-c2sc3ccc(OC)cc3c2-c2ccc(OCCN3CCCCC3)cc2)c1
i	-6	O=S(=O)(c1ccc(N=C2NN=C(c3cc(F)ccc3F)CS2)cc1)N1CCOCC1
i	2	COc1ccc(S(=O)(=O)N2CCOCC2)cc1NC(=O)CCOc1ccc(C(C)(C)C)cc1
i	0	O=C(CCc1ccccc1)N[C@@H]1c2ccccc2CC[C@@H]1OCc1ccccc1
i	1	C[C@@H](NS(=O)(=O)c1ccc(Br)cc1F)[C@@H](O)c1ccccc1
i	-2	Cc1ccc(NC(=O)CN(C)C(=O)Cc2ccc3c(c2)CCC3)cc1
i	4	Cc1c(Cc2c(Cl)cccc2Cl)c(=O)ccn1C(C)c1ccccc1 (stereo not given)
i	1	O=C1[C@H]2CCC=C[C@H]2[C@H](c2cccc(Br)c2)N1Cc1ccccc1
i	-3	CCOc1ccc2oc(-c3ccccc3)c(C(=O)N3CCN(CCO)CC3)c2c1
i	1	O=C(c1ccc2ncsc2c1)N1CCN(c2cccc(C(F)(F)F)c2)CC1
i	8	CN1CCN(c2ccc(S(=O)(=O)N3CCOCC3)cc2NC(=O)COc2ccc(C#N)cc2)CC1
i	37	NC(=S)NN=Cc1nccc2ccccc12
i	-8	CC(C)N(Cc1ccccc1)C(=O)COC(=O)CCC(=O)c1ccc(F)cc1
i	-1	Cc1ccc(S(=O)(=O)N2C[C@@H]3CCCC[C@@H]3[C@@H](C)[C@H]2c2cn(Cc3ccccc3)c3ccccc23)cc1
i	-1	O=c1[nH]cnc2c1ncn2-c1ccc(N(CCO)CCO)cc1
i	-2	COC(=O)C1CCC(=O)N1C(c1ccc(OC)cc1)c1cc(OC)c(OC)c(OC)c1 (stereo not given)
i	3	Cc1ccc(S(=O)(=O)N2CCOCC2)cc1NC(=O)CNCc1ccccc1Cl

# Gathered by group: the entries above containing fluorine (14)
KCNK3 block	DYRK1A inh	Molecule
i	-6	O=C(OCC(=O)N(CCc1ccccc1)Cc1ccccc1)c1ccc(F)c(S(=O)(=O)N2CCOCC2)c1
i	7	CCN(CC(=O)Nc1c(F)cccc1F)C(=O)Cc1ccc(S(=O)(=O)N2CCOCC2)s1
i	5	O=C(Cn1cc(COc2cc(F)cc(F)c2)nn1)c1ccc(O)cc1
i	-2	COc1ccc(C(CNC(=O)c2ccc(NS(=O)(=O)c3ccc(F)c(C)c3)cc2)N2CCCC2)cc1 (stereo not given)
i	2	Cc1c(F)cccc1NS(=O)(=O)c1ccc(N2CCCC2=O)cc1
i	9	O=C(Nc1ccc2c(c1)[nH]c(=O)c1ccccc12)C(F)(F)F
i	0	COc1ccc(C(CNC(=O)c2cccc(S(=O)(=O)Nc3ccc(F)cc3)c2)N2CCOCC2)cc1 (stereo not given)
i	5	O=c1[nH]c2cc(F)ccc2c2ccc(F)cc12
i	3	O=C(COC(=O)CN1C(=O)C2CCCCC2C1=O)Nc1cc(F)ccc1F (stereo not given)
i	-2	C[C@H](CO)N1C[C@H](C)[C@@H](CN(C)S(=O)(=O)c2ccc(F)cc2)Oc2c(NS(=O)(=O)c3ccc(F)cc3)cccc2C1=O
i	-6	O=S(=O)(c1ccc(N=C2NN=C(c3cc(F)ccc3F)CS2)cc1)N1CCOCC1
i	1	C[C@@H](NS(=O)(=O)c1ccc(Br)cc1F)[C@@H](O)c1ccccc1
i	1	O=C(c1ccc2ncsc2c1)N1CCN(c2cccc(C(F)(F)F)c2)CC1
i	-8	CC(C)N(Cc1ccccc1)C(=O)COC(=O)CCC(=O)c1ccc(F)cc1

# Not all compounds are listed. The share of hits here may be higher or lower than overall.
